PTK2B oligo ant: blocks oligomerization of human Pyk2 in cells; Q14289; Q293 cells, Pyk2 FERM NanoBiT luminescence; hits give low values; z-score (the deposit names both 25 µM and 10 µM); 0.83% of 99,000 active; AID 1347419;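 active means Z-score of -3 or lower, scaled per plate to the spread of control and sample wells; inactive means z-score above -3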;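 further: negative z-score means lost luminescence so less FERM oligomerization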
Target sequence (Q14289 whole entry, looked up): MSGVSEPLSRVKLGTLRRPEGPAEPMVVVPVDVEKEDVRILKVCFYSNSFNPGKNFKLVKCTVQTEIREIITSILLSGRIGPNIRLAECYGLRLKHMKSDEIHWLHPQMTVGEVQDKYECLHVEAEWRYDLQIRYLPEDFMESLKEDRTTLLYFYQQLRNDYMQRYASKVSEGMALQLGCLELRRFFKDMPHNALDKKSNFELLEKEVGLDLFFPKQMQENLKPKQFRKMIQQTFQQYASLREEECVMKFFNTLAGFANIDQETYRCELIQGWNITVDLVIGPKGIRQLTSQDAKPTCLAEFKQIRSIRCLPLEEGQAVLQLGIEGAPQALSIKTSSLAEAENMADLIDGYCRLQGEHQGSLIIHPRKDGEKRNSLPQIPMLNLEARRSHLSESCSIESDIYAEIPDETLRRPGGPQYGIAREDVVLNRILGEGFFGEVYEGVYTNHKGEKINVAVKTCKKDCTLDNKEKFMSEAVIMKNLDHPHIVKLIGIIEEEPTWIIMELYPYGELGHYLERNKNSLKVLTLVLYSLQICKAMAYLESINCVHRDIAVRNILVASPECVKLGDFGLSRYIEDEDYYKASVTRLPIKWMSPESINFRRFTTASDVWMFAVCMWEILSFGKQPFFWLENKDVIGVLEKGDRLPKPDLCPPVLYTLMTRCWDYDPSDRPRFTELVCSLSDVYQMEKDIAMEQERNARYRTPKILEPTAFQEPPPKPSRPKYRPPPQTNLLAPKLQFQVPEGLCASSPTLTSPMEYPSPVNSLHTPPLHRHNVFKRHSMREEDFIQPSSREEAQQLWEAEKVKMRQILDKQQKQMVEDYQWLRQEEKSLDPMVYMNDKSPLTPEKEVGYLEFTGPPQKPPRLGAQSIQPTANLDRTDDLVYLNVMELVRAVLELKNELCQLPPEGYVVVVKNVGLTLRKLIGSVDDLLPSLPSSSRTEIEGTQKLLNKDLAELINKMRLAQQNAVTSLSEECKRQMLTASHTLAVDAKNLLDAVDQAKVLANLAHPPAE
Numbers without * were called inactive. An excerpt; rates above refer to the full screens.

SMILES | PTK2B oligo ant
COc1ccc(CN(Cc2cc3cc(C)ccc3[nH]c2=O)C(=O)N(C)C)cc1 | -0.16
CN1CCN(C(=O)CSc2nc(-c3cccs3)cc(-c3cccs3)c2C#N)CC1 | -0.75
C=CCCc1ccc(C#N)c(SCc2c(C(=O)OCC)c3cc(OC(C)=O)c(Br)cc3n2C)n1 | -1.42
O=c1c2ccccc2nnn1CSc1nnc(C2COc3ccccc3O2)n1-c1ccccc1 (configuration not stated) | -0.48
COc1ccccc1N1C(=O)C2CC=CC(C)C2C1=O (configuration not stated) | 0.2
CC(NC(=O)C1CCC1)c1ccc2c(c1)OCO2 (configuration not stated) | -0.09
COCc1[nH]nc2c1C(c1ccccc1F)C(C#N)=C(N)O2 (configuration not stated) | 0.35
CCCNC(=O)COC(=O)c1ccccc1OCC(=O)Nc1ccc(Br)cc1 | 0.16
CC1Cc2ccccc2N1C(=O)c1cnc2ccccn2c1=O (configuration not stated) | -0.62
O=C(NC(NC(=S)Nc1cccc(C(=O)O)c1)C(Cl)(Cl)Cl)OCc1ccccc1 (configuration not stated) | -0.01
Cn1c(=O)c2c(nc(SC3C(=O)CC(C)(C)CC3=O)n2C)n(C)c1=O | 1.09
CN(C)CCCOC(=O)c1ccc(Cl)cc1 | -0.27
CC(Oc1ccccc1Cl)C(=O)N(Cc1ccco1)C1CCS(=O)(=O)C1 (configuration not stated) | -0.05
O=C(NC1=NCCS1)c1cc(-c2ccccc2)nn1-c1ccccc1 | -0.2
CC1CCN(C(=O)c2ccc(NC(=O)C3CCCO3)cc2)CC1 (configuration not stated) | -0.2
O=C1OCCC1Sc1nnc(-c2cccs2)n1Cc1ccccc1 (configuration not stated) | 1.31
CCOC(=O)CNC(=O)CCCCCC(=O)NCC(=O)OCC | -0.49
COc1ccccc1-c1nc2s/c(=C\c3cccs3)c(=O)n2n1 | 0.31
COc1ccc(OC)c2[nH]c(=O)c(CCNC(=O)c3ccc(S(=O)(=O)N4CCCCC4)cc3)cc12 | 2.16
CCN(CC)C(=O)CNC(=S)N(CCCN1CCOCC1)Cc1cccs1 | 1.19
CCOC(=O)c1c(C)[nH]c(C(=O)O)c1C | 0.01
C=CCOC(=O)C1=C(C)Nc2nnnn2C1c1cccc(OC)c1OC (configuration not stated) | -1.58
Cn1nc([N+](=O)[O-])nc1Oc1ccc(C(C)(C)C)cc1 | 1.26
COc1cc(C2C(C#N)=C(N)Oc3n[nH]c(C)c32)cc2c1OCO2 (configuration not stated) | -0.3
CC(=O)N1CCCc2cc(S(=O)(=O)N3CCN(C4CCCCC4)CC3)ccc21 | 0.65
O=C(/C=C/c1cccs1)Nc1cccc(NC(=O)/C=C/c2cccs2)n1 | -2.31
CN(C)C(=O)N1CCCC(C(=O)NCc2ccc(F)cc2Cl)C1 (configuration not stated) | 0.12
C/C(N)=C(/C#N)C(=O)CSc1nnc(Nc2c(C)cccc2C)s1 | -0.47
C=CCn1c(SCC(=O)Nc2ccc(C(=O)OCC)cc2)nnc1-c1cccs1 | -0.17
COc1ccc(NC(=O)c2cc(OC)c(OC)cc2OC)c(S(=O)(=O)N2CCOCC2)c1 | 0.81
CC1(C)CC(=O)/C(=C(\O)c2ccccc2)C(=NCCc2ccccc2)C1 | -0.28
CCN(CC)S(=O)(=O)c1ccc(Cl)c(C(=O)Nc2nnc(C)s2)c1 | -0.33
Cc1ccc(C2C(C#N)=C(N)Oc3c2oc(CO)cc3=O)o1 (configuration not stated) | -0.26
COc1cc(C(C)=O)ccc1Oc1ncnc2c1cnn2-c1ccccc1 | 0.31
CC(C)CCn1c(N2CCN(c3cccc(Cl)c3)CC2)nc2c1c(=O)[nH]c(=O)n2C | -0.12
O=C(CCC(=O)N1CCN(c2ccccn2)CC1)Nc1nnc(C2CCCCC2)s1 | 1.26
O=C(CSc1nc2ccccc2[nH]1)NC(=O)NCc1ccco1 | 1.04
c1ccc2[nH]c(CSc3nccs3)nc2c1 | -0.18
Cc1c(C(=O)NNS(=O)(=O)c2ccccc2)sc(=S)n1C | 0.21
O=C1OCCC1Sc1nc2cc(Cl)ccc2s1 (configuration not stated) | 1.05
COc1cccc(/C=N/n2cncn2)c1OCC#N | 1.22
Clc1ccc(-c2cn3c(n2)-c2ccccc2C3)cc1Cl | -0.41
CC(C)C(=O)Nc1ccc(NC(=O)c2cccs2)cn1 | -0.87
Cn1c2c(c3ccccc31)CC/C2=N\O | 1.15
COc1ccc(C(C)=O)cc1CSc1nnc(Nc2c(C)cccc2C)s1 | -0.93
Cc1cccc(OCc2nc3c4c(ncn3n2)-c2ccccc2CC42CCCC2)c1 | 0.66
Cc1cc(NC(=O)CSc2nnc(-c3ccco3)n2Cc2ccco2)no1 | -0.16
COc1ccc(CCNC(=O)c2nonc2N)cc1OC | 1.62
C=CCn1c(=O)c2ccccc2n2c(SCc3c(C(=O)OCC)oc4ccccc34)nnc12 | -1.19
COc1ccc(OCC(O)CNCc2ccco2)cc1 (configuration not stated) | 1.32
CC(C)(C)N(NC(=O)OCc1ccccc1)C(=O)c1ccccc1Cl | 0.81
COc1ccccc1N(O)C1CC(=O)N(c2ccc(Br)cc2)C1=O (configuration not stated) | -0.39
CC(C)Oc1ccc(C2C(C(=O)c3ccco3)=C(O)C(=O)N2Cc2cccnc2)cc1 (configuration not stated) | 0.29
CC(Oc1ccccc1)C(=O)NNS(=O)(=O)c1ccc([N+](=O)[O-])cc1 (configuration not stated) | -0.55
Cc1ccc(NC(=O)c2c(C)nc3sc(C(=O)NC4CCCC4)c(N)c3c2-c2ccco2)c(C)c1 | -0.61
CC1Cc2ccccc2N1C(=O)Cn1cnc2ccccc2c1=O (configuration not stated) | 0.71
O=C(Cn1ncc(Cl)c(Cl)c1=O)NCC1CCCCC1 | 0.83
Cc1ccc(C)c(N=C2NC(=O)CS2)c1 | -0.12
Cc1cc2cc(CN(Cc3ccco3)C(=S)NCC3CCCO3)c(=O)[nH]c2cc1C (configuration not stated) | 1.89
COc1cccc(N/C(SCc2cccc([N+](=O)[O-])c2)=C(/C#N)C(=O)NCc2cccs2)c1 | -0.67
Following part:
SMILES | PTK2B oligo ant
c1coc(Cn2nnnc2CN2CCN(C3CCCCC3)CC2)c1 | 0.15
O=C(CCn1nnc2ccccc21)N1CCC(O)(c2cccc(F)c2)CC1 | 1.39
O=C1C2C3C=CC(CO)(O3)C2C(=O)N1c1ccccc1-c1ccccc1 (configuration not stated) | -0.53
CCCn1c(=O)c2ccccc2n2c(SCCOc3ccc(Cl)cc3)nnc12 | 0.72
CC1(C)CC(=O)C2=C(C1)NCN(CCCN1CCOCC1)C2 | 0.67
COc1cc(S(=O)(=O)N2CCOCC2)ccc1NC(=O)c1cc2c(s1)CCC2 | -1.11
O=C(Nc1ccc(N2CCOCC2)cc1)c1cnsn1 | 0.13
CCCCNC(=O)OC(C)CNC(=O)Oc1cccc(C)c1 (configuration not stated) | 0.77
Cc1nn(C(C)C(=O)NCC2CCCO2)c(=O)c2cc3occc3n12 (configuration not stated) | 1.62
Cc1cc(=O)n2nc(N3CCCC(C(=O)NCc4ccco4)C3)sc2n1 (configuration not stated) | 0.5
COc1cc(C(=S)N2CCOCC2)ccc1OC(=O)Cc1ccc(F)cc1 | 1.88
COC(=O)CSc1nc(C2CC2)nc2ccccc12 | 1.27
COc1ccc(N=Nc2nc3cc(Br)c(Br)cc3n2C)c(OC)c1 | 0.19
CCCCc1ccc(-c2nc(-c3ccncc3)no2)cc1 | -0.01
CCn1c(SCC(=O)N2CCCc3ccccc32)nnc1-c1ccco1 | -0.17
O=C(CN1CCN(c2ccccc2Cl)CC1)NC1CCCc2ccccc21 (configuration not stated) | -0.15
CCc1nc(N)c(C#N)c(-c2ccco2)c1C | -0.41
CC/C(=N\NC(=O)c1c(-c2ccccc2)noc1C)c1ccc(C)o1 | 1.04
CC(=O)c1c(C)[nH]c(C(=O)OCC(=O)Nc2cc(C)on2)c1C | 1.23
O=C(Cn1c(=O)n(-c2ccccc2)c(=O)c2oc3ccccc3c21)Nc1ccccc1 | -1.02
O=C(Nn1cnnc1)c1cc(-c2ccccn2)nc2ccccc12 | -0.14
O=C(NCCSCc1ccccc1)c1cc(S(=O)(=O)N2CCOCC2)ccc1F | -0.13
Cc1c(NC(=O)Nc2cccc(Cl)c2)c(=O)n(-c2ccccc2)n1C | 0.02
O=C(NCc1ccncc1)C(=O)NCC(c1ccco1)N1CCN(c2ccc(F)cc2)CC1 (configuration not stated) | -0.21
O=C(CCl)N1N=C(c2ccco2)CC1c1cccs1 (configuration not stated) | 0.38
Cc1ccc(-c2nn(-c3ccccc3)cc2C(=O)N2CCOCC2)cc1 | -0.5
CC(C)N1CC2=C(OC(N)=C(C#N)C2c2cccnc2)/C(=C/c2cccnc2)C1 (configuration not stated) | 0.33
Cc1cc(C)n(-c2nc3ccccc3n3nnnc23)n1 | 1.21
CC1(C)Cc2c(C#N)c(NCc3ccco3)nc(-c3ccco3)c2CO1 | -0.06
COc1ccccc1CNC(=O)Cn1cnc2ccccc2c1=O | 0.46
CCN1C(=O)/C(=C/c2ccc(OC)c(OC)c2)N=C1SCC(=O)NCc1ccco1 | 0.21
O=C(CC(=O)NC1CCCCC1)N/N=C/c1ccccc1Cl | 0.94
c1c(C2CCCCC2)n[nH]c1CN1CCCCC1 | 0.01
COc1cccc(/C=C(\C#N)C(=O)NC2CCS(=O)(=O)C2)c1 (configuration not stated) | 0.26
S=c1[nH]nc(-c2ccccc2)n1C1C=CCCC1 (configuration not stated) | 1.18
CC(/C=C1\N=C(SCc2ccccc2)SC1=O)=C\c1ccccc1 | 1.56
Cc1cc(C(=O)CSc2nc3ccccc3[nH]2)c(C)n1Cc1ccco1 | 0.73
Cc1nn(-c2ccccc2)c2sc(C(=O)OCC(=O)N3CCCCC3)cc12 | 0.41
COc1cccc(NC=C2C(=O)OC(C)(C)OC2=O)c1 | -0.2
CN(CC(=O)NCc1ccco1)S(=O)(=O)c1ccc2c(c1)n(C)c(=O)c(=O)n2C | 0.75

A second format for some results above:
| compound | PTK2B oligo ant |
| --- | --- |
| O=C(Nn1cnnc1)c1cc(-c2ccccn2)nc2ccccc12 | -0.14 |
| O=C(NCCSCc1ccccc1)c1cc(S(=O)(=O)N2CCOCC2)ccc1F | -0.13 |
| Cc1c(NC(=O)Nc2cccc(Cl)c2)c(=O)n(-c2ccccc2)n1C | 0.02 |
| O=C(NCc1ccncc1)C(=O)NCC(c1ccco1)N1CCN(c2ccc(F)cc2)CC1 (configuration not stated) | -0.21 |
| O=C(CCl)N1N=C(c2ccco2)CC1c1cccs1 (configuration not stated) | 0.38 |
| Cc1ccc(-c2nn(-c3ccccc3)cc2C(=O)N2CCOCC2)cc1 | -0.5 |
| CC(C)N1CC2=C(OC(N)=C(C#N)C2c2cccnc2)/C(=C/c2cccnc2)C1 (configuration not stated) | 0.33 |
| Cc1cc(C)n(-c2nc3ccccc3n3nnnc23)n1 | 1.21 |
| CC1(C)Cc2c(C#N)c(NCc3ccco3)nc(-c3ccco3)c2CO1 | -0.06 |
| COc1ccccc1CNC(=O)Cn1cnc2ccccc2c1=O | 0.46 |
| CCN1C(=O)/C(=C/c2ccc(OC)c(OC)c2)N=C1SCC(=O)NCc1ccco1 | 0.21 |
| O=C(CC(=O)NC1CCCCC1)N/N=C/c1ccccc1Cl | 0.94 |
| c1c(C2CCCCC2)n[nH]c1CN1CCCCC1 | 0.01 |
| COc1cccc(/C=C(\C#N)C(=O)NC2CCS(=O)(=O)C2)c1 (configuration not stated) | 0.26 |
| S=c1[nH]nc(-c2ccccc2)n1C1C=CCCC1 (configuration not stated) | 1.18 |
| CC(/C=C1\N=C(SCc2ccccc2)SC1=O)=C\c1ccccc1 | 1.56 |
| Cc1cc(C(=O)CSc2nc3ccccc3[nH]2)c(C)n1Cc1ccco1 | 0.73 |

Next section:
SMILES | PTK2B oligo ant
Cc1c(NC(=O)C(=O)/C=C(/O)c2ccccc2)c(=O)n(-c2ccccc2)n1C | 0.66
CCCC(=O)C1=C(O)C(C(=O)OC)C(C)(C)CC1=Nc1ccncc1 (configuration not stated) | -0.18
CCn1c(SCC(=O)Nc2ccc(OCc3ccccc3)cc2)nnc1-c1ccco1 | -0.15
CC(C)C(C)NC(=O)COc1ccc(Sc2ccc(OCC(=O)NC(C)C(C)C)cc2)cc1 (configuration not stated) | -1.03
CCOC(=O)NC(=O)CSc1nc(C)cc(C)c1C#N | 0.74
Cc1cc(=O)n2c(ccc3ccccc32)c1C#N | 0.61
Cc1ccc(Cl)cc1N1CCN(C(=O)C2CCN(S(=O)(=O)c3cnc[nH]3)CC2)CC1 | -0.41
Cc1cccn2c(=O)c3cc(C(=O)NCCCn4ccnc4)n(C)c3nc12 | 0.5
C(=N\n1cnnc1)/c1ccc(OCc2ccccc2)cc1 | 0.51
COCCn1c(=N)c(C(=O)NCc2ccco2)cc2c(=O)n3ccccc3nc21 | 0.53
COCCn1nnnc1C(c1ccc(C)cc1)N1CCN(Cc2ccc3c(c2)OCO3)CC1 (configuration not stated) | -0.13
CCC(=O)N1CCc2cc(Br)cc(S(=O)(=O)NCc3ccco3)c21 | 0.44
Cc1ccc(C)c(OCC(=O)Nc2ccc3c(c2)OCO3)c1 | -0.18
COc1ccccc1C1/C(=C(/O)c2ccccc2)C(=O)C(=O)N1CC(C)C (configuration not stated) | -0.48
CCn1c(CNC(=O)c2cccs2)n[nH]c1=S | 0.91
CCOC(=O)c1cn(-c2ccccc2)nc1-c1cccnc1 | -2.02
COc1ccc(CC(=O)Nc2ccc(-c3noc(COc4ccccc4C)n3)cc2)cc1 | 0.47
CC(C)Cn1c(SCC#N)nc2ccccc2c1=O | -1.47
CC(NC(=O)Cc1ccsc1)c1ccc(S(N)(=O)=O)cc1 (configuration not stated) | 0.98
COc1ccccc1OCC(=O)Nn1c(=S)[nH]c2ncccc2c1=O | -0.19

Given with values ahead of the structure: entries from further up.
| PTK2B oligo ant | Compound |
| --- | --- |
| -2.02 | CCOC(=O)c1cn(-c2ccccc2)nc1-c1cccnc1 |
| 0.47 | COc1ccc(CC(=O)Nc2ccc(-c3noc(COc4ccccc4C)n3)cc2)cc1 |

New compounds follow
SMILES | PTK2B oligo ant
O=C(O)CC1SC(=Nc2ccccc2)N(c2ccccc2)C1=O (configuration not stated) | 0.1
COc1cccc(OC)c1-c1nn2c(-c3ccco3)nnc2s1 | -1.23
O=C(O)C(Cc1ccccc1)N1C(=O)/C(=C/c2ccccc2)SC1=S (configuration not stated) | 0.56
COc1cccc(/C=C2\N=C(SC)SC2=O)c1OC | 0.06

From PubChem BioAssay
